# TLR9-MyD88 block = TLR9-MyD88 interaction inhibition; CHO BLA complementation TLR9-MyD88, CCF4 FRET ratio; inhibition, % at 4.98 µM; 0.21% of 340,000 active; AID 504734;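 active = inhibition above the mean over all tested compounds plus 3 SD, cut at about 21% in these data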;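 note: 0% = DMSO only wells and 100% = clavulanate BLA inhibitor control wells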
# HTR2A ag = activates the mouse 5-HT2A serotonin receptor | P35363 | CHO-K1 mHTR2A beta-arrestin complementation, luminescence; percent of 30 µM serotonin response | activation, % at 7.6 µM | 0.66% of 360,000 active | AID 624169;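 active = activation above a run cutoff, the mean activation of all tested compounds plus 3 SD, cut at about 14% in these data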;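 note: 0% = plate median of compound wells and 100% = 30 µM serotonin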
# SRC2 inh = human SRC2 (NCOA2) inhibition; 0.17% of 370,000 active; Q15596; HEK293 GAL4-SRC2 luciferase reporter, luminescence; inhibition, % at 9 µM;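 active = inhibition above the mean inhibition of all tested compounds plus 3 SD, set per campaign, cut at about 52% in these data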;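 note: 0% = DMSO treated cells and 100% = cells given Gossypol at 36 µM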
# Target sequence (Q15596 whole entry, looked up, the tested form may be a part): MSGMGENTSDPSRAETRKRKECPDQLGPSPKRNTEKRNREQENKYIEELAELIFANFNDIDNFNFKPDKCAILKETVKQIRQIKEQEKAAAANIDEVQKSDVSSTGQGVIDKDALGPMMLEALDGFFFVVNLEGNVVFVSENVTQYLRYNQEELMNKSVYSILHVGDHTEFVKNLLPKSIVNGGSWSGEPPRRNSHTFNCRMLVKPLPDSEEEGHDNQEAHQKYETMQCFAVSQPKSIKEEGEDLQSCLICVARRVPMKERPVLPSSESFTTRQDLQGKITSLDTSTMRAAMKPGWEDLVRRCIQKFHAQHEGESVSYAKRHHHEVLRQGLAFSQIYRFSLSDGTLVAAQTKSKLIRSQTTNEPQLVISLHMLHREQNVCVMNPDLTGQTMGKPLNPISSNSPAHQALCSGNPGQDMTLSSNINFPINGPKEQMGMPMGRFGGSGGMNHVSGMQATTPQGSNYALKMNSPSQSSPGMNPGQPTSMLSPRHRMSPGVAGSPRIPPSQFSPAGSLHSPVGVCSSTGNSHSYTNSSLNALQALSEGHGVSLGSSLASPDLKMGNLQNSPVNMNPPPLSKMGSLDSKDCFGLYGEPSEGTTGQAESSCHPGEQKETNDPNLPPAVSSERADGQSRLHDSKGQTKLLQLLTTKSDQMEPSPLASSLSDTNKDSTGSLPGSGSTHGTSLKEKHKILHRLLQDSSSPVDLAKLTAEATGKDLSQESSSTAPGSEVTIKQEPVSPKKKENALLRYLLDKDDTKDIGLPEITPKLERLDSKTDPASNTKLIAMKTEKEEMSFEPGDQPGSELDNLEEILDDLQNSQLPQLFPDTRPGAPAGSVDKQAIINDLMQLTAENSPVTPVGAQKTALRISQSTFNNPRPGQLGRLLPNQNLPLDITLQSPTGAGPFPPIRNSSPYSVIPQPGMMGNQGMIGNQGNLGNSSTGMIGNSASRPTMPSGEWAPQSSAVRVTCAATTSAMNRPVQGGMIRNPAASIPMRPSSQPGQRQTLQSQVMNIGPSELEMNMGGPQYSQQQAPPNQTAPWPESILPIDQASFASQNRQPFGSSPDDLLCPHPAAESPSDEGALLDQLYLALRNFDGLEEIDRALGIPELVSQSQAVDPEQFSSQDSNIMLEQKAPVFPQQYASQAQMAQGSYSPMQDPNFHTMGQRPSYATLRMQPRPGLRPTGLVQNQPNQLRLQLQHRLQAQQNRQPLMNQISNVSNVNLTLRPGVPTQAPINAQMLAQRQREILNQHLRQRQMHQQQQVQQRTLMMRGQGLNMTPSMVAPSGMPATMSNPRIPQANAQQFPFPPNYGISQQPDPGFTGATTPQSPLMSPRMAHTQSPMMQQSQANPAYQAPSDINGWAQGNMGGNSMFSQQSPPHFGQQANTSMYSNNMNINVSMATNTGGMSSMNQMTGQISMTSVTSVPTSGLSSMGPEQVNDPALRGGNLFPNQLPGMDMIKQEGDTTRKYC
# N-glyco inh = blocks N-linked glycosylation in D54 reporter cells; reporter increase, % at 12.5 µM; 0.23% of 360,000 active; AID 588692; D54 ERlucT glycosylation luciferase reporter, 24 h; percent of 100 nM tunicamycin response;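 active = mean luciferase reporter signal, scaled so untreated is 0 and the glycosylation-blocking control 100, at or above a set limit in every replicate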;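 note: luciferase carries N-glycosylation sites so blocking glycosylation raises the light; 0% = median of neutral control wells and 100% = median of 100 nM tunicamycin wells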
# ABHD5 PLIN5 PPI = inhibitors of human ABHD5-perilipin-5 interaction. Q00G26+Q8WTS1. Split G. princeps luciferase complementation, luminescence, 4 h. inhibition, % at 4 µM. 0.78% of 360,000 active. AID 602281;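 active = inhibition above the mean inhibition across every tested compound plus 3 SD, cut at about 22% in these data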;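 note: 0% = DMSO only wells and the 100% control is not disclosed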
# MC4R barr agon = activates human MC4R beta-arrestin recruitment. 0.98% of 360,000 active. U2OS MC4R beta-arrestin complementation, luminescence; percent of melanotan II response, DMSO zero. P32245. activation, % at 8.9 µM;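 active = activation above a per-plate cutoff, the mean activation of sample wells on that plate plus 3 SD, cut at about 8% in these data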
# NOD2 RIPK2 PPI = inhibitors of human NOD2-RIPK2 interaction. O43353. CHO BLA complementation NOD2-RIPK2, CCF4 ratio. inhibition, % at 4.98 µM. 0.38% of 360,000 active; in the data active = inhibition above about 21%;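 note: 0% = vehicle only and 100% = reference blocker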
# Cardio protect = protects H9c2 cardiomyocytes from peroxide injury. H2O2 injury protection, ATPLite, 2 h. 0.63% of 360,000 active. protection from H2O2 cell death, % at 20 µM;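 active = compounds giving at least 50% protection of heart cells from peroxide-induced death in the single-dose screen, raw or plate-pattern-corrected value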;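 note: 0% = DMSO wells with peroxide and 100% = DMSO wells without peroxide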
# MC4R antag cAMP = blocks human MC4R cAMP signaling; P32245; MC4R-expressing cells, MTII-stimulated cAMP, LANCE TR-FRET; inhibition, % at 6.5 µM; 0.48% of 360,000 active;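 active = inhibition above its plate's cutoff, the mean of tested wells on that plate plus 3 SD, cut at about 29% in these data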;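 note: 0% = Melanotan II alone and 100% = Melanotan II plus saturating MCL0020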
#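 System: U2OS-MC4R stable cell line; Technique: Eu-cAMP/anti-cAMP TR-FRET, emission 671 nm; Repeats: single well per compound; Also added: Melanotan II; Dosing: one concentration, 6.5 µM nominal; Schedule: 30-min compound, 1-h challenge, 1-h detection, room temperature.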
# ABCB6 inh 2 = blocks the human ABCB6 transporter. 0.19% of 360,000 active. K562-ABCB6 porphyrin accumulation, flow cytometry, 1 h; stronger effect = lower value. fluorescence ratio to DMSO, % at 10 µM. AID 602162. Q9NP58;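 active = fluorescence ratio to DMSO below 75%, the collection mean minus 3 SD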;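 note: signal is porphyrin accumulated inside mitochondria; 100% equals median channel fluorescence of DMSO control wells; lower ratio means ABCB6 inhibition with less porphyrin fluorescence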
# Numbers without * were called inactive; x = no result given. This is a subset. The share of hits here may be higher or lower than overall.
SMILES,TLR9-MyD88 block,HTR2A ag,SRC2 inh,N-glyco inh,ABHD5 PLIN5 PPI,MC4R barr agon,NOD2 RIPK2 PPI,Cardio protect,MC4R antag cAMP,ABCB6 inh 2
Nc1cc(C(=O)OCC(=O)NCCC2=CCCCC2)ccc1Cl,-3.5,-5.0,23.1,3.3,2.7,-0.8,4.4,-6.6,6.2,95.0
O=C1CCCN1c1ccc(S(=O)(=O)Nc2ccc3c(c2)OCCO3)cc1,-2.7,-0.8,22.6,24.0,-0.8,-1.0,-4.5,-13.6,-15.5,99.0
Cc1ccc(/C=N/NC(=O)c2cc3ccccc3cc2O)o1,13.7,-6.9,-5.4,-3.4,2.5,-3.6,8.2,11.0,-5.3,104.0
CN(C)/C=N/c1nc2nccc(-c3ccccn3)n2n1,4.3,1.1,-13.6,-1.6,-1.5,-0.8,2.4,-2.4,9.8,98.0
O=C1/C(=C/c2ccccc2)SC(=S)N1N1C(=O)C2CC2C1=O (configuration not stated),-8.8,1.8,-28.4,0.3,-16.6,2.9,-2.6,-3.2,-0.1,92.0
CCc1nc2ccc(C(=O)N3CCN(c4cc(C)ccc4C)CC3)cc2nc1CC,7.7,1.9,16.4,0.3,-4.9,-1.5,-2.1,-2.6,-7.3,94.0
CCOC(=O)c1ccc(-n2cccc2/C=C2\NC(=O)NC2=O)cc1,7.2,-0.5,-7.3,24.6,-1.7,-2.4,-1.1,-12.3,-21.1,100.0
Cc1nc2c(c(=O)c3ccccc3n2C)c(=O)n1-c1ccccc1,2.3,1.6,-28.7,0.4,1.2,0.3,2.4,1.5,8.5,98.0
Cc1c(-c2ncn[nH]2)sc(C#N)c1-c1ccccc1,0.3,0.8,-1.3,-1.5,-4.4,-1.4,5.6,-2.5,-7.0,99.0
Cc1nnc(NC(=O)CSc2nnc(CC(=O)Nc3ccccc3F)n2C)s1,10.3,6.5,-17.9,-0.3,-8.0,-0.7,-4.4,2.6,1.2,166.0
CC(C)Oc1nnnn1-c1ccccc1,7.4,-0.3,1.3,2.8,3.9,-1.0,13.3,2.8,2.9,103.0
Nc1nnc(SCC(=O)NN2C(=O)NC3(CCCCC3)C2=O)s1,0.3,1.4,-3.6,2.3,-1.4,1.9,-19.4,4.1,8.7,106.0
CCCCC(=NCCc1c(C)[nH]c2ccccc12)C1=C(O)CC(c2ccccc2)CC1=O (configuration not stated),4.6,4.7,-39.7,12.8,-5.6,-3.2,-4.3,-1.0,-17.4,93.0
COc1cc(/C=C2/SC(=S)N(CC(=O)Nc3nc4ccccc4s3)C2=O)cc(OC)c1OC,2.6,-0.3,-4.5,-2.2,-17.6,1.0,-7.5,-5.2,-5.3,99.0
COCCNc1nc(-c2ccc(OC)cc2)c(-c2ccc(OC)cc2)s1,5.1,-4.5,-7.0,-2.2,-1.4,-3.9,-4.1,1.7,3.1,91.0
CCC(CC)c1nnc(NC(=O)C2=COCCO2)s1,-0.1,-2.0,-57.0,1.5,10.9,-1.8,2.8,1.7,3.6,89.0
CCN(C(=O)c1cc2c(=O)n3ccccc3nc2n1C)C1CCCCC1,2.6,-4.8,-33.7,-1.3,-1.4,-1.3,1.9,7.1,5.0,94.0
COC(=O)C1=C(C(=O)OC)[C@@H]2N(Cc3ccccc3)c3ccccc3[C@@]23C[C@@H](CO)N(C(=O)NC2CCCC2)C3=N1,-6.3,-3.3,-15.3,0.8,-5.2,-2.3,0.1,10.0,16.8,94.0
CCOc1ccc(CCNC(=O)COC(=O)CNC(=O)c2ccc(Br)o2)cc1OCC,-9.9,-3.4,-6.2,0.5,1.6,-1.2,-10.5,-3.0,10.9,95.0
Cc1ccc(NC(=O)N(Cc2nc3ccccc3c(=O)[nH]2)Cc2cccs2)cc1,10.7,7.5,-14.3,-0.2,-2.1,-2.8,4.1,10.0,6.1,98.0
COc1ccccc1C1(O)CCN(CC(=O)Nc2c(C)nn(C)c2C)CC1,11.6,-0.1,5.2,2.1,3.3,-1.9,-7.2,6.3,8.8,101.0
COc1ccc(CNCc2cc(OC)ccc2OC)cc1,7.9,5.0,21.4,-1.2,1.3,-2.0,0.6,5.5,1.1,96.0
Cc1ccc(S(=O)(=O)N/N=C/c2ccc(C#N)cc2)cc1,-9.6,-2.1,9.8,9.2,-1.3,-1.4,-0.5,-6.2,-1.6,98.0
O=[N+]([O-])c1ccc(NCc2ccc3c(c2)OCO3)cc1,-4.2,-3.9,-66.7,0.4,5.9,-2.3,3.1,-14.0,7.9,99.0
COc1cc(C(=O)N/N=C(\C)c2ccc3c(c2)OCO3)cc(OC)c1OC,11.8,-5.7,16.6,34.0*,-3.6,-2.8,3.5,-2.7,-15.8,100.0
CC(=O)c1ccc(OC2(C)CCN(Cc3cccn3-c3nccs3)C2)cc1 (configuration not stated),x,-3.9,12.3,4.1,-2.1,2.8,-14.1,-5.9,11.5,102.0
CCCCCN(C(=O)CCC(=O)OCC(=O)c1ccc(C(C)CC)cc1)c1c(N)n(CCCC)c(=O)[nH]c1=O (configuration not stated),8.0,14.2,x,-2.8,5.8,2.8,7.8,-10.4,3.2,100.0
COC(=O)c1c(C)cc(O)c(C)c1O,-3.9,-4.7,13.0,0.2,-1.8,-0.8,-5.5,-2.7,-7.4,104.0
NCCCCCNC(=O)c1[nH]cnc1C(=O)N[C@@H](Cc1ccccc1)C(=O)OCc1ccccc1,-4.5,-15.2,-2.1,1.3,5.3,-0.9,-13.0,11.0,-6.0,101.0
CCOC(=O)Nc1nnc(CCc2ccccc2)s1,-4.1,1.3,2.5,0.6,-0.1,0.8,3.6,-1.9,0.2,103.0
CCOc1ccc(C(=O)Nc2nnc(SCC(=O)NCC3CCCO3)s2)cc1OCC (configuration not stated),-2.5,-2.1,13.0,0.5,-4.2,-3.4,9.1,1.5,-2.9,97.0
N#CC1=C(N)SC(N)=C(C#N)C1c1ccc([N+](=O)[O-])cc1,6.2,-0.3,-28.0,0.8,-9.0,1.4,8.0,5.1,3.4,103.0
CN1CCc2c(sc3nc(NN)n(-c4ccc(Cl)cc4)c(=O)c23)C1,-10.9,-2.7,x,-3.4,-4.2,-0.8,3.2,4.4,-2.9,96.0
CC1CCc2sc(C(=O)N(C)CC(=O)Nc3cccc(F)c3)cc2C1 (configuration not stated),-1.6,-1.7,-23.1,1.0,-3.2,0.8,0.1,-8.9,4.2,96.0
COc1ccc(CNC(=O)CCCn2nc(C)c([N+](=O)[O-])c2C)cc1OC,4.6,-1.3,-71.0,0.5,-5.5,0.0,-10.3,1.0,4.9,97.0
CCc1ccc2[nH]c3nc(SCc4nnc(-c5ccccc5)o4)nnc3c2c1,10.3,-2.3,-7.4,-0.7,-0.8,0.8,-14.0,-1.1,2.7,92.0
CCc1cc(C(=O)N2CCOCC2)c(NC2=NS(=O)(=O)c3ccccc32)s1,3.0,2.9,-36.2,9.5,-1.9,-1.9,0.7,-4.2,2.6,107.0
CCNC(=O)NC(=O)C(C)OC(=O)CCCc1nc2ccccc2s1 (configuration not stated),1.7,1.9,-6.3,-1.1,-4.9,0.3,4.4,6.5,5.4,97.0
COC(=O)/C(C(C)=O)=C(/C=C/C=C/N(C)C)N(C)C,0.4,0.1,-7.7,0.9,1.0,-2.7,0.7,-1.3,4.0,97.0
COc1oc(-c2ccccc2C)nc1C(F)(F)F,3.5,-1.5,-14.4,x,1.0,0.6,-9.2,21.6,-3.5,91.0
Clc1ccc(CSc2nnc(/C=C/c3ccccc3)o2)cc1,-9.6,0.2,-6.7,2.7,5.6,-1.4,2.0,-14.9,7.5,100.0
CC(C)n1c(C(F)(F)F)nc2cc(C(=O)N3CCC(O)CC3)ccc21,-0.8,-5.2,-11.4,3.1,-5.4,-2.8,1.7,-1.2,6.5,104.0
CC(C)(C)NC(=O)NC(=O)COC(=O)Cc1c(F)cccc1Cl,-1.4,1.7,13.6,0.8,-4.1,-2.9,1.6,7.8,-1.8,96.0
COc1ccccc1COC(=O)N/C=C/c1ccco1,2.7,-2.0,-40.3,1.1,2.7,0.7,-2.0,2.1,-0.8,106.0
CCOc1cc(/C=C2\C(=O)N(CCC#N)N=C2C)ccc1OCC(N)=O,-6.8,4.2,-39.7,-0.4,-26.7,-0.4,-10.4,1.4,27.1,99.0
O=c1[nH]c(CSc2ncc(-c3ccc(F)cc3)n2Cc2ccco2)nc2ccccc12,3.6,-8.4,-7.8,-2.5,-6.7,-0.7,1.6,18.1,-2.0,98.0
CCOc1ccccc1OCCCC(=O)NNC(=O)c1cc(C)oc1C,-12.8,12.4,-14.8,0.1,8.4,1.2,-0.8,1.7,8.0,98.0
CCOc1ccc(/C=C2\SC(N3CCCCC3)=NC2=O)cc1,-5.3,3.1,-11.5,21.3,-0.9,-1.1,2.5,-1.3,-2.8,96.0

# Two entries picked at random from those above, as already listed:
SMILES,TLR9-MyD88 block,HTR2A ag,SRC2 inh,N-glyco inh,ABHD5 PLIN5 PPI,MC4R barr agon,NOD2 RIPK2 PPI,Cardio protect,MC4R antag cAMP,ABCB6 inh 2
Clc1ccc(CSc2nnc(/C=C/c3ccccc3)o2)cc1,-9.6,0.2,-6.7,2.7,5.6,-1.4,2.0,-14.9,7.5,100.0
COc1oc(-c2ccccc2C)nc1C(F)(F)F,3.5,-1.5,-14.4,x,1.0,0.6,-9.2,21.6,-3.5,91.0

# The list goes on:
SMILES,TLR9-MyD88 block,HTR2A ag,SRC2 inh,N-glyco inh,ABHD5 PLIN5 PPI,MC4R barr agon,NOD2 RIPK2 PPI,Cardio protect,MC4R antag cAMP,ABCB6 inh 2
O=C(CC(c1ccccc1)c1cc(Cl)ccc1O)N1CCOCC1 (configuration not stated),1.1,-0.3,-12.3,-2.1,3.0,-2.4,4.7,11.7,0.6,95.0
Cc1cc(NC(=O)COc2ccc(N(C)S(=O)(=O)c3ccccc3)cc2)no1,-5.9,-2.9,-2.2,-0.7,0.7,-0.3,3.0,3.6,7.9,88.0
COc1ccc(S(=O)(=O)NCCOc2ccc(Cl)cc2)cc1,-4.0,0.8,-16.9,0.4,7.1,-2.1,-4.7,-8.0,-5.2,99.0
CC(Sc1nnc(N)s1)C(=O)Nc1ccc2c(c1)OCO2 (configuration not stated),6.9,-2.4,15.2,1.8,8.5,1.3,-21.2,4.4,6.2,101.0
CN1CCN(CCCN(Cc2cccs2)C(=S)Nc2ccc(Cl)cc2)CC1,3.5,-4.5,4.0,-0.5,3.9,-0.8,-2.0,7.1,11.6,96.0
CC(C)CCN(C)C1CCN(S(=O)(=O)c2ccc(F)cc2)CC1,-5.9,1.9,2.6,-2.1,-6.2,-2.1,-8.6,4.4,7.5,87.0
Cc1cc(C)nc(SCC(=O)Nc2ccc(S(=O)(=O)Nc3cc(C)on3)cc2)n1,-3.7,3.1,-8.0,0.5,2.5,-3.3,13.1,-3.8,-0.3,100.0
COc1cccc(NC(=O)N(C)C[C@H]2Oc3ncc(Br)cc3C(=O)N([C@H](C)CO)C[C@H]2C)c1,-5.5,-5.2,31.7,0.6,-5.1,-2.3,-15.1,0.6,5.8,98.0
COC(=O)c1ccc2c(=O)[nH]c(CSc3nc(C)cs3)nc2c1,-9.9,3.3,4.0,2.7,-7.2,0.5,3.5,3.3,15.1,102.0
COc1ccc(OC)c(C2CC(=O)c3c([nH]c(C(=O)OC(C)C)c3C)C2)c1 (configuration not stated),-3.7,-0.7,3.0,12.3,0.8,-0.6,-3.1,31.5,-15.2,105.0
